m-calpain inh = inhibitors of pig calpain II, primary screen, biochemical, fluorogenic peptide substrate, 1536-well; purified calpain II, 30 min; inhibition, % at 16 µM; hit rate 0.37% among 220,000; AID 1236, 2008;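 active means inhibition above about 50%, limit read from the data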
BaF3 tox = parental Ba/F3 cell viability inhibition, counter-screen for JAK2V617F inhibitor project, murine pro-B, CellTiter-Glo luminescence; AID 1486, 2009; hit rate 1.1% among 220,000; CellTiter-Glo ATP luminescence; inhibition, % at 5.6 µM;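 active means inhibition above a per-campaign cutoff, the mean inhibition of all tested compounds plus 3 SD, cut at about 27% in these data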;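 further: 0% = DMSO wells and 100% = JAK Inhibitor I control wells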
PERK inh = block of dimerizer-induced PERK translation repression, primary screen, PERK inhibitor project, CHO PERK-DD cells, SEAP luminescence, HTS; AID 1416, 2008; Eukaryotic translation initiation factor 2-alpha kinase 3 (Homo sapiens), Q9NZJ5; hit rate 0.17% among 220,000; inhibition, % at 5.6 µM; CHO PERK-DD fusion, SEAP luminescence translation reporter;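 active means inhibition above the mean inhibition of all tested compounds plus 3 SD, set separately per screening campaign, cut at about 2.9% in these data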;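 further: PERK kinase domain activated by AP20187 dimerizer at 100 nM; 0% = DMSO with dimerizer and 100% = rapamycin at 8.4 µM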
S1P4 antagonist = S1P4 receptor antagonists, primary screen, cell-based; Sphingosine 1-phosphate receptor 4 (Homo sapiens), O95977; S1P4-expressing cells, antagonist mode, reporter read-out; inhibition, % at 4.98 µM; hit rate 0.26% among 220,000; AID 1510, 2009; in the data active means inhibition above about 29%;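 further: 0% = wells stimulated with agonist and 100% = vehicle wells without agonist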
TRPML3 agonist = human TRPML3 channel agonists, primary screen, cell-based, HEK293 TRPML3-YFP, Fluo-8 calcium fluorescence, 3 µM | Mucolipin-3 (Homo sapiens), Q8TDD5 | 100% = the carbachol control signal | activation, % at 3 µM | hit rate 0.29% among 220,000 | AID 1448, 2008;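 active means activation above its plate's cutoff, the mean activation of the plate's test wells plus 3 SD, cut at about 12% in these data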;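 further: 0% = DMSO only wells and 100% = carbachol wells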
Target sequence (Q8TDD5 whole entry, looked up): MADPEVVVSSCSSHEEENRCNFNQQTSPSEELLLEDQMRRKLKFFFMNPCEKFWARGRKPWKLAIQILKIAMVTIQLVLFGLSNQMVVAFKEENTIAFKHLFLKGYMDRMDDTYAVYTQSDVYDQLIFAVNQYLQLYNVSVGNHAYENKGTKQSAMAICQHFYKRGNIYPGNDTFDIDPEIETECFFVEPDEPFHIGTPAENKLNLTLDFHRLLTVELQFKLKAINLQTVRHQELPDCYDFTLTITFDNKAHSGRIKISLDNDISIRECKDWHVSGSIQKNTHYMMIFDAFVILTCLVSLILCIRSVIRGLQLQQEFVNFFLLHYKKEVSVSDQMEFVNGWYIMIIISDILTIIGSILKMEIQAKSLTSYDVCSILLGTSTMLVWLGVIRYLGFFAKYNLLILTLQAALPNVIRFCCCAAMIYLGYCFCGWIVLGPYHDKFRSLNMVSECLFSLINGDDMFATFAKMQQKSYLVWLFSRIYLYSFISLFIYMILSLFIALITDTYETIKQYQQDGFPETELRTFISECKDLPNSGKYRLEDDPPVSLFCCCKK
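Test system – HEK293 line with stable expression of human TRPML3-YFP channel · Control set – carbachol 87 µM final as high control (100%), DMSO as low control (0%) · Signal – Fluo-8 calcium dye fluorescence, ex 470-495, em 515-575 nm · Incubation – 1-h 37 °C dye load, 5-s basal, 120-s post-compound reads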
S1P4 agonist = S1P4 receptor agonists, primary screen, cell-based; Sphingosine 1-phosphate receptor 4 (Homo sapiens), O95977; S1P4-expressing cell line, agonist reporter assay; activation, % at 4.98 µM; hit rate 0.35% among 220,000; AID 1509, 2009; in the data active means activation above about 11%;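 further: 0% = DMSO vehicle and 100% = reference agonist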
Ba/F3 V617F tox = reduced viability of JAK2V617F-dependent Ba/F3 cells, primary screen, JAK2V617F inhibitor project, cell-based, Ba/F3 EpoR-JAK2V617F, luminescence. ATP luminescence. inhibition, % at 5.6 µM. hit rate 1.1% among 220,000;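 active means inhibition above the campaign mean plus 3 SD over all tested compounds, cut at about 24% in these data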;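 further: cytokine-independent growth of Ba/F3 cells driven by EpoR plus mutant JAK2; 0% = DMSO-treated cells and 100% = JAK inhibitor I control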
EP2 modulator = EP2 receptor modulators, cAMP readout, primary screen, cell-based, HTRF cAMP, PGE2 stimulation | induction, % at 25 µM | hit rate 0.83% among 260,000 | AID 940, 2007 | EP2-expressing cells, cAMP HTRF FRET, PGE2 co-stimulation;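 active means compounds whose cAMP rise, as percent of the full-agonist control response, exceeds 60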;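 further: rat C6 glioma line stably carrying human EP2 under a CMV promoter; the protocol text gives 20 µM as final concentration; 100% = response of wells given 1 µM PGE2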
Target sequence (P43116 whole entry, looked up): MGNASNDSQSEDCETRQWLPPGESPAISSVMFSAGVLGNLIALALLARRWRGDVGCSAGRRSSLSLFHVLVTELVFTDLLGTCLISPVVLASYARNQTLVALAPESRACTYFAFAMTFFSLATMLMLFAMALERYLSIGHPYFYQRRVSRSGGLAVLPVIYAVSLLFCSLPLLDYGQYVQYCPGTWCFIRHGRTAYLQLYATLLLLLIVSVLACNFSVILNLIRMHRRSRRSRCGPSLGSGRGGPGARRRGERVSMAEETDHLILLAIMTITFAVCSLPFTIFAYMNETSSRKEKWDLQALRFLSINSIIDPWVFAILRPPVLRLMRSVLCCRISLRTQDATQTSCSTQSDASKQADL
TRPN1 ag = zebrafish TRPN1 channel agonists, primary screen, cell-based, HEK293, calcium fluorescence; activation, % at 3 µM; AID 1424, 2008; transient receptor potential cation channel N1 (TRPN1/NompC), Danio rerio; hit rate 0.18% among 220,000; HEK293 zebrafish TRPN1-YFP, Fluo-8 calcium fluorescence; 100% = response to 87 µM carbachol;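 active means activation above its plate's cutoff, the mean activation of test wells on that plate plus 3 SD, cut at about 19% in these data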;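 further: 0% = DMSO alone and 100% = 87 µM carbachol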
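System: zebrafish TRPN1-YFP in HEK293 cells / Dosing: 3 µM single point / Timing: dye loading 1 h at 37 °C, then 30 min room temperature / Signal: Fluo-8 calcium fluorescence, excitation 470-495 nm, emission 515-575 nm / Read-out basis: percent activation from peak over basal fluorescence ratio, control-normalized / Control set: high carbachol 87 µM, low DMSO alone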
* = called active by the depositor.

SMILES	m-calpain inh	BaF3 tox	PERK inh	S1P4 antagonist	TRPML3 agonist	S1P4 agonist	Ba/F3 V617F tox	EP2 modulator	TRPN1 ag
C#CC1CCCCC1NC(=O)Nc1cnccc1C(F)(F)F (stereo not given)	-15	2	1.2	-3	1.4	1.2	-3	-7	0.1
O=C(/C=C/c1ccco1)N(Cc1ccccc1)C1CCS(=O)(=O)C1 (stereo not given)	-10	-1	0.9	2	0.3	2.5	-1	-38	-0.4
COc1cc(C(C#N)N2CCCCC2)ccc1O (stereo not given)	12	2	0.9	6	-0.2	-0.1	3	4	1.9
CCOc1ccccc1/C=c1\sc2ncnn2c1=O	7	3	1.4	-10	-0.1	0.0	0	1	-1.4
CCc1nnc(NC(=O)CCN(c2ccc(C)cc2)S(=O)(=O)c2ccccc2)s1	29	6	-2.1	0	-0.8	-0.1	7	-9	-1.1
Cc1cc(C(F)(F)F)nn1Cc1n[nH]c(=S)n1-c1ccc(F)cc1	9	4	1.3	-9	0.9	-1.0	-5	8	0.8
CCN(CC)c1ccc(C(=O)N/N=C(\C)c2cccnc2)cc1	-11	0	0.4	0	0.2	1.6	2	-13	-0.2
CCOC(=O)C1=C(C)Nc2ncnn2C1c1cccs1 (stereo not given)	5	1	-0.1	-6	-0.9	-0.8	4	19	0.3
Cc1cc(/C=N/NC(=O)COc2cccc3cccnc23)c(C)n1-c1ccc(O)cc1	-59	6	0.9	-14	-0.1	-1.2	-1	-65	-0.6
CS(=O)(=O)N(CC(=O)Nc1ccc2c(c1)OCCO2)Cc1ccc(Cl)cc1	9	1	-0.5	-17	0.1	-0.5	-3	-1	-1.3
CCn1c(=O)c(C(=O)CN2CCOCC2)c(N)n(Cc2ccccc2)c1=O	-30	6	1.4	11	0.8	-1.2	1	16	1.9
CC(C)CC(O)C1CCN(C(=O)CCc2nnc(-c3ccccc3)o2)CC1 (stereo not given)	13	7	0.1	-10	0.4	0.0	2	-6	1.4
C=CCn1c(CSc2nc3ccccc3s2)n[nH]c1=S	-3	1	1.9	3	-0.8	-1.2	-2	4	0.5
CCOC(=O)CSc1nnc(NC(=O)c2cccc(S(=O)(=O)N3CCCCCC3)c2)s1	-60	-1	0.8	-6	0.8	-0.9	-3	1	-0.8
O=C(Nc1nnc(COc2ccccc2)s1)Nc1ccccc1F	-27	-6	0.3	8	0.3	-1.4	0	16	2.3
CCCC(=O)NC(C)c1nc2ccccc2n1C (stereo not given)	6	5	0.9	-14	0.8	-2.1	-4	11	-0.5
O=C(CNC(=S)N(Cc1ccccc1Cl)C1CCCC1)NCCN1CCOCC1	36	4	-0.2	-11	0.6	-0.5	1	0	-0.4
CCn1c(SCc2ccc(C(=O)OC)o2)nnc1-c1c[nH]c2ccccc12	6	5	-0.4	-5	0.6	-0.4	-1	-8	0.5
Cn1nnc2c(N3CCCCC3)nccc21	-22	0	1.0	-5	-0.4	0.8	-4	26	-1.5
O=C1NC(=O)/C(=C\c2ccc(OCc3cccc(C(=O)O)c3)c(Cl)c2)N1	-20	5	0.4	-6	0.6	-0.2	0	19	0.5
COc1ccc(-n2c(SCCC#N)nnc2-c2cc(Cl)ccc2OC)cc1Cl	-16	2	-0.1	-13	-0.8	0.8	0	35	-1.0
COc1ccccc1N1CCN(C(c2ccccc2)c2nnnn2CCc2ccccc2)CC1 (stereo not given)	-6	2	-0.8	-4	-0.6	-1.8	-3	25	-0.7
CC1=C(C(=O)OCC(C)C)C(c2ccsc2)NC(=O)N1 (stereo not given)	-13	7	-0.2	-14	0.2	1.6	6	19	-0.2
Cc1cc(C)nc(SCc2ccc3nonc3c2)n1	-8	0	-0.8	-5	-1.2	1.5	-3	19	-1.7
COC(=O)C1CC(O)CN1S(=O)(=O)c1cccs1 (stereo not given)	3	2	0.6	5	0.2	0.6	3	22	-0.4
CCN(CC)c1ccc2cc(-c3nc(-c4ccc(OC)cc4)cs3)c(=O)oc2c1	-5	6	0.3	6	67*	2.4	0	4	64*
O=c1cc(CN2CC(O)Cc3ccc4ccccc4c32)nc2sccn12 (stereo not given)	-31	7	-0.5	1	0.4	-1.5	7	-48	1.9
CCOc1cc(CNCCO)cc(Br)c1OCc1ccc(Cl)cc1Cl	23	6	-0.5	-1	2.5	7.9	2	-16	0.9
O=C1CC(C(=O)Nc2ccccc2)N=C(N2CCOCC2)N1 (stereo not given)	-16	1	-1.2	-20	0.1	3.1	5	23	6.0
COc1ccc(-c2csc3ncn(-c4ccc(C)cc4)c(=O)c23)cc1OC	10	7	-0.1	-5	-0.1	0.3	2	21	-1.8
NC(=O)c1ccc2nc(NC(=O)c3ccc(N)cc3)sc2c1	-163	5	2.0	6	0.4	-1.8	3	-81	1.0
C=CCN(CC=C)CCCOc1ccc(Br)cc1Cl	18	5	0.7	1	0.8	-0.3	1	20	-0.5
COc1ccc(-c2c3c(=O)n(C)c(=O)n(C)c3cn2N2CCOCC2)cc1	-53	6	0.8	-12	-0.2	-1.6	6	30	0.8
Cc1csc(=Nc2cccnc2)n1CC1CCCCC1	10	16	0.2	-12	-0.1	2.6	10	31	-1.9
N#CC1=C(N)Oc2n[nH]c(-c3cccs3)c2C1c1cccnc1 (stereo not given)	-9	12	0.2	-14	0.2	1.0	4	-22	1.4
CCC(=O)Nc1sc2c(c1C(N)=O)CCN(C(C)=O)C2	1	3	0.6	-4	0.7	0.9	-2	20	0.1
Cc1cc(NC(=O)CCC(=O)N(Cc2ccco2)C(C)(C)C(=O)NC2CCCCC2)no1	16	0	0.0	-7	-0.3	-0.2	-3	24	-0.3
CC(C)(C)NC(=O)Cn1c(=O)n(CC(=O)NC(C)(C)C)c2ccccc21	13	1	0.0	-2	0.9	0.3	1	4	2.2
COc1cc(/C=C/CN2CCN(Cc3ccc(C)o3)C(CCO)C2)ccc1O (stereo not given)	-6	2	-0.7	-21	0.4	1.2	0	-29	0.4
Cc1cc2nc(C)c3c(n2n1)CCC3	-34	5	0.5	-3	1.2	-0.4	-2	28	0.7
C=CCn1c(COc2ccccc2)nnc1SCC(=O)Nc1ccc2c(c1)OCCO2	1	0	0.1	-9	0.2	-0.1	-3	22	-1.3
COc1ccc(Oc2ccc(NC(=O)c3ccccc3C)cc2)cc1	9	1	-0.2	8	0.1	-1.4	1	-79	-2.9
O=C(Nc1ccccc1)c1ccccc1O	-65	3	0.1	11	2.8	-0.8	1	-1	3.3
c1ccc(-n2cnnc2SCc2cn3cccnc3n2)cc1	-477	1	0.9	-17	1.2	1.9	-2	-14	0.8
O=C(O)c1cccnc1SC1CC(=O)N(Cc2ccccc2)C1=O (stereo not given)	10	3	0.8	-8	1.2	1.0	-2	30	0.9
C=CCOc1ccc(CNc2ccc3[nH]c(=O)[nH]c3c2)cc1OC	-53	1	0.4	8	0.2	-2.3	-5	-22	0.1
N#Cc1ccc(NC(=O)COC(=O)C2Cc3ccccc3CN2C(=O)c2ccccc2)cc1 (stereo not given)	-8	1	0.8	-3	0.3	1.2	-2	24	0.6
Cc1cccc(C)c1Nc1nnc(SCC(=O)NC(=O)c2cccn2C)s1	-53	10	1.0	-22	0.7	1.3	-1	-4	0.8
O=C(CCl)NC(=O)NC12CC3CC(CC(C3)C1)C2	-16	-11	2.4	12	0.6	-0.4	43*	-62	1.6
CCCC(=O)n1nc(-c2cccnc2)nc1NCc1cccs1	11	10	2.0	1	1.0	0.6	-2	56	-0.2

An excerpt of these results, as labelled records:
> O=C(Nc1ccccc1)c1ccccc1O
  m-calpain inh: -65 | BaF3 tox: 3 | PERK inh: 0.1 | S1P4 antagonist: 11 | TRPML3 agonist: 2.8 | S1P4 agonist: -0.8 | Ba/F3 V617F tox: 1 | EP2 modulator: -1 | TRPN1 ag: 3.3

> O=C(O)c1cccnc1SC1CC(=O)N(Cc2ccccc2)C1=O (stereo not given)
  m-calpain inh: 10 | BaF3 tox: 3 | PERK inh: 0.8 | S1P4 antagonist: -8 | TRPML3 agonist: 1.2 | S1P4 agonist: 1.0 | Ba/F3 V617F tox: -2 | EP2 modulator: 30 | TRPN1 ag: 0.9

(more compounds)
SMILES	m-calpain inh	BaF3 tox	PERK inh	S1P4 antagonist	TRPML3 agonist	S1P4 agonist	Ba/F3 V617F tox	EP2 modulator	TRPN1 ag
c1ccc(CN2c3ccccc3-c3nc4ccccc4n3C2c2ccccn2)cc1 (stereo not given)	-474	2	-1.2	3	-1.9	-1.4	4	20	-2.8
CCOc1cc(Br)ccc1S(=O)(=O)N1CCC(C(N)=O)CC1	-6	9	1.2	-5	-0.1	-0.8	-1	-7	0.7
COc1cc(/C=C2\C(=O)N(c3ccc(NC(C)=O)cc3)N=C2c2ccccc2)ccc1O	4	2	0.4	8	0.0	-1.8	-3	-41	0.9
CSc1ccccc1C(=O)NCc1ccc2c(c1)OCO2	-17	2	-0.2	-6	0.3	-1.7	-1	-9	0.4
CCC(=O)N/N=c1/sc2ccccc2n1C	-13	2	1.1	8	-0.1	-0.9	0	28	1.0
CC(C)C1CC(CCNCc2ccc3c(c2)OCO3)(c2ccccc2)CCO1 (stereo not given)	-2	0	-2.4	0	1.7	-0.3	2	30	3.2
O=C(c1ccco1)n1nc(-c2cccnc2)nc1NCc1ccco1	-3	7	0.6	8	0.7	-1.5	2	22	2.6
COc1ccc(C2CC(c3cccc(OC)c3OC)n3nnnc3N2)cc1 (stereo not given)	-7	-1	0.0	-12	0.5	0.7	-3	22	0.2
O=C(CCn1c(=S)oc2ccccc21)NCCC1=CCCCC1	24	-1	0.5	-20	-0.1	-0.6	-4	-11	-0.1
N[C@@]12CCc3nonc3[C@]1(O)CC(c1ccccc1)=[N+]2[O-]	-18	0	1.5	11	0.6	-2.7	-2	3	-0.1
CC1(C)CC(=O)C/C(=N/NC(=O)CCCOc2ccc(Cl)cc2Cl)C1	1	5	0.7	7	0.2	-1.8	1	15	0.6
O=c1[nH]c(SCc2n[nH]c(=S)n2-c2ccccc2)nc2ccccc12	7	1	0.1	-7	0.0	2.2	1	34	-1.2
O=C(NCc1ccccc1)C(=O)Nc1nc(C23CC4CC(CC(C4)C2)C3)cs1	23	9	0.2	-3	0.2	-3.2	4	-15	1.9
O=C(NCc1ccc2c(c1)OCO2)c1cc(-c2ccccc2)on1	-16	4	1.6	9	0.9	1.3	-1	-45	-0.3
COc1cc(OC)cc(C(=O)N2CCN(C(=O)Cc3ccccc3)CC2)c1	-13	10	-0.2	-1	1.2	0.1	2	10	1.2
O=S(=O)(Nc1cccc2[nH]ncc12)c1cccs1	2	5	-0.3	-5	0.4	1.5	0	21	0.6
CS(=O)(=O)Nc1ccc(C(=O)NCC2CCCO2)cc1 (stereo not given)	-25	0	0.5	-24	0.1	-0.7	-2	37	0.0

Assay outcomes: PubChem BioAssay, several laboratories
